# MEP2 TOR yeast = alters MEP2-GFP fluorescence in TOR pathway yeast screen. S. cerevisiae MEP2-GFP strain, flow cytometry GFP, 3 h; 100% = DMSO control level. GFP response vs DMSO, % at 10 µM. hit rate 0.51% among 330,000;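 active means GFP response versus DMSO above a set limit, roughly screen mean plus 3 SD, cut at about 180% in these data; inconclusive means fewer than 70 cells counted for a yeast strain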;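 further: median GFP fluorescence of the barcode-gated MEP2-GFP cells per well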
# Efflux pump mplx = antifungal efflux pump inhibition, Nile Red retention; inhibition, % at 10 µM; S. cerevisiae Candida pump triplex; hit rate 0.44% among 330,000;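 active means plate passing quality check with inhibition over a set limit, or well fluorescence over plate mean plus 4 SD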;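 further: Nile Red retained in pooled yeast measured as flow cytometry median fluorescence; 0% = buffer negative control and 100% = Enniatin B positive control; higher means more Nile Red kept so more efflux inhibition; some compounds called inactive have numbers as strong as hits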
# Yeast superoxide = lowers age-related superoxide in aged yeast cells; AID 2690; S. cerevisiae aged cells, superoxide DHE fluorescence; hits give low values; hit rate 0.18% among 330,000; superoxide response (% of plate mean), % at 10 µM;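 active means superoxide response under a set limit, about three screen SD below normal, cut at about 65% in these data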;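 further: yeast aged for seven days with compound at 30 °C before DHE staining; 100% = average MFI of all compound-treated wells on the plate with controls excluded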
# AGP1 TOR yeast = modulators of TOR pathway AGP1-GFP in S. cerevisiae; S. cerevisiae AGP1-GFP multiplex flow cytometry, 3 h; GFP as percent of DMSO wells; GFP response vs DMSO, % at 10 µM; AID 2066; hit rate 0.02% among 320,000;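 active means GFP response relative to DMSO above a set limit, near screen average plus 3 SD, cut at about 150% in these data; inconclusive means fewer than 70 cells counted for the yeast strain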;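 further: median GFP channel fluorescence of the gated AGP1 strain per well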
# RPL19A TOR yeast = alters RPL19A-GFP fluorescence in TOR pathway yeast screen | AID 2025 | hit rate 0.3% among 330,000 | percent response vs DMSO, % at 10 µM | S. cerevisiae RPL19A-GFP strain, flow cytometry, 3 h; hits give low values;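 active means percent response vs DMSO below 50%; inconclusive means fewer than 70 events counted for the yeast strain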;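 further: median channel GFP fluorescence of the barcoded RPL19A-GFP strain; ratio of sample median GFP to plate DMSO average so 100% = DMSO; lower means less RPL19A-GFP as with rapamycin TOR inhibition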
# CIT2-GFP yeast = modulators of TOR pathway CIT2-GFP in S. cerevisiae; S. cerevisiae CIT2-GFP strain, flow cytometry, 3 h; 100 means same as DMSO wells; hit rate 0.065% among 320,000; AID 2029; GFP response vs DMSO, % at 10 µM;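 active means GFP response relative to DMSO above a set limit, near the screen mean plus 3 SD, cut at about 150% in these data; inconclusive means Fewer than 70 cells measured for a yeast strain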;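 further: ratio of well median GFP fluorescence to mean of DMSO wells on the plate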
# AHR activator = activators of human aryl hydrocarbon receptor; activation, % at 5 µM; hit rate 2.5% among 320,000; AHR-responsive luciferase reporter cells, luminescence; P35869; in the data active means activation above about 47%;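 further: 0% = vehicle wells and 100% = reference agonist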
# Target sequence (P35869 whole entry, looked up): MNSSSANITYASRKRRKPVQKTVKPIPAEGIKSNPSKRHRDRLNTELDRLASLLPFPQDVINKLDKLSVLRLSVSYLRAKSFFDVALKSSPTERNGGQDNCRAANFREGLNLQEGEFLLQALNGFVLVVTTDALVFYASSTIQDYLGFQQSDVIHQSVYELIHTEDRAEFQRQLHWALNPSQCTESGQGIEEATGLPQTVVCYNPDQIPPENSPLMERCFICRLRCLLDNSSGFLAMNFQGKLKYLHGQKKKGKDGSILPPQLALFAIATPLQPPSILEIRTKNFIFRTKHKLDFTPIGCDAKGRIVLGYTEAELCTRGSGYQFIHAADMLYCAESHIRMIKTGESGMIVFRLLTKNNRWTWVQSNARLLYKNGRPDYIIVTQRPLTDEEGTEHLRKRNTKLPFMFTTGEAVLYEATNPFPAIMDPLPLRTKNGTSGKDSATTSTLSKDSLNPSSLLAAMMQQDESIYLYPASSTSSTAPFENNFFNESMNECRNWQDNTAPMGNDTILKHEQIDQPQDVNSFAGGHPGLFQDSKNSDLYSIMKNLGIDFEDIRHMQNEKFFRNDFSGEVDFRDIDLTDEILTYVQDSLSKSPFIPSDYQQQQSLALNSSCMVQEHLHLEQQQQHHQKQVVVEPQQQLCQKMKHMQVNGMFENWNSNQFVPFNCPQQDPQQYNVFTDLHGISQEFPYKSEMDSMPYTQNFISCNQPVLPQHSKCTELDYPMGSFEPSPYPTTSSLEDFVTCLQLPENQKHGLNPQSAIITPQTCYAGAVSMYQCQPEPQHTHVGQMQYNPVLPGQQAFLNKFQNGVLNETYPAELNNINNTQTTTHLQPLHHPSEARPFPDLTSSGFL
# LAP4-GFP MLPCN = yeast TOR pathway LAP4-GFP modulation; GFP response vs DMSO, % at 10 µM; hit rate 0.34% among 320,000; S. cerevisiae LAP4-GFP multiplex, flow cytometry GFP, 3 h; median GFP as percent of DMSO wells;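 active means GFP response vs DMSO above a set limit, about the screen mean plus 3 SD, cut at about 150% in these data; inconclusive means under 70 cell events counted for the yeast strain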
# * marks the source's active call; other numbers are inactive results; ? = inconclusive; · = not tested or not shown; [ ] = remark or other dose.
SMILES,MEP2 TOR yeast,Efflux pump mplx,Yeast superoxide,AGP1 TOR yeast,RPL19A TOR yeast,CIT2-GFP yeast,AHR activator,LAP4-GFP MLPCN
CCCCP(=O)(CCCC)CCP(=O)(c1ccccc1)c1ccccc1,109,0.2,116,101,101,103,0,100
Cc1ccc2oc(=O)c3cnn(CC(=O)Nc4ccccc4N4CCN(C)CC4)c3c2c1,97,0.0,95,93,100,99,-1,108
O=C(COC(=O)CCc1nc2ccccc2s1)Nc1ccc(S(=O)(=O)N2CCOCC2)cc1,108,0.1,114,103,103,101,7,101
CS(=O)(=O)c1cccc(C(=O)Nc2cccc(-c3nc4ccccc4[nH]3)c2)c1,97,-0.1,102,103,97,97,21,103
CCCC(c1nnnn1Cc1cccs1)N1CCN(c2nc3ccccc3s2)CC1 (stereo not drawn),99,0.1,111,107,104,105,0,100
CCOC(=O)C(C)Oc1ccc(NC(=O)C(Cl)(Cl)Cl)cc1 (stereo not drawn),101,-0.2,91,106,103,98,1,104
CCOC(=O)N1CCN(C(=O)c2c[nH]c3ccc(S(=O)(=O)N(C)c4ccc(F)cc4)cc3c2=O)CC1,106,0.1,96,111,102,106,0,116
Cc1noc(C)c1S(=O)(=O)Nc1ccc(C(=O)NC2CCCCC2)cc1,115,0.0,96,118,118,115,4,112
CN(C)c1ccc(-c2nc3cnccn3c2Nc2ccc3c(c2)OCCO3)cc1,98,0.0,98,105,101,103,27,104
C=CCOc1ccc(CNn2cn[nH]c2=S)cc1,100,0.2,101,105,98,96,-1,93
Cc1ccc(C(=O)NCC(=O)Nc2ccc3c(c2)CCC3)cc1,102,0.1,91,92,93,91,8,100
COc1cc(O)c(C(CCN2CCOCC2)c2cc(OC)c(OC)c(OC)c2)c(OC)c1 (stereo not drawn),110,-0.1,89,104,104,105,0,98

# A different layout for some results above:
# Fields: MEP2 TOR yeast | Efflux pump mplx | Yeast superoxide | AGP1 TOR yeast | RPL19A TOR yeast | CIT2-GFP yeast | AHR activator | LAP4-GFP MLPCN
CCCCP(=O)(CCCC)CCP(=O)(c1ccccc1)c1ccccc1
    109 | 0.2 | 116 | 101 | 101 | 103 | 0 | 100
Cc1ccc2oc(=O)c3cnn(CC(=O)Nc4ccccc4N4CCN(C)CC4)c3c2c1
    97 | 0.0 | 95 | 93 | 100 | 99 | -1 | 108
O=C(COC(=O)CCc1nc2ccccc2s1)Nc1ccc(S(=O)(=O)N2CCOCC2)cc1
    108 | 0.1 | 114 | 103 | 103 | 101 | 7 | 101
CS(=O)(=O)c1cccc(C(=O)Nc2cccc(-c3nc4ccccc4[nH]3)c2)c1
    97 | -0.1 | 102 | 103 | 97 | 97 | 21 | 103
CCCC(c1nnnn1Cc1cccs1)N1CCN(c2nc3ccccc3s2)CC1 (stereo not drawn)
    99 | 0.1 | 111 | 107 | 104 | 105 | 0 | 100
CCOC(=O)C(C)Oc1ccc(NC(=O)C(Cl)(Cl)Cl)cc1 (stereo not drawn)
    101 | -0.2 | 91 | 106 | 103 | 98 | 1 | 104
CCOC(=O)N1CCN(C(=O)c2c[nH]c3ccc(S(=O)(=O)N(C)c4ccc(F)cc4)cc3c2=O)CC1
    106 | 0.1 | 96 | 111 | 102 | 106 | 0 | 116
Cc1noc(C)c1S(=O)(=O)Nc1ccc(C(=O)NC2CCCCC2)cc1
    115 | 0.0 | 96 | 118 | 118 | 115 | 4 | 112
CN(C)c1ccc(-c2nc3cnccn3c2Nc2ccc3c(c2)OCCO3)cc1
    98 | 0.0 | 98 | 105 | 101 | 103 | 27 | 104
C=CCOc1ccc(CNn2cn[nH]c2=S)cc1
    100 | 0.2 | 101 | 105 | 98 | 96 | -1 | 93
Cc1ccc(C(=O)NCC(=O)Nc2ccc3c(c2)CCC3)cc1
    102 | 0.1 | 91 | 92 | 93 | 91 | 8 | 100

# Further structures
SMILES,MEP2 TOR yeast,Efflux pump mplx,Yeast superoxide,AGP1 TOR yeast,RPL19A TOR yeast,CIT2-GFP yeast,AHR activator,LAP4-GFP MLPCN
Cc1ccc(CNC(=O)c2ccc(N3CCC4(CC3)CC(c3cccc(Br)c3)=NO4)c(NC(=O)c3cccc(C)c3)c2)cc1,99,0.3,102,99,101,126,0,144
CC(=O)N(CCC(c1ccco1)C(C)C)Cc1ccc(Cl)cc1 (stereo not drawn),98,-0.1,105,104,98,99,-1,106
Cc1[nH]c2ccccc2c1/C=N/NC(=O)c1ccc(N)cc1,104,0.0,96,97,103,103,19,91
CC(=O)Nc1ccc(NC(=O)C(C)Sc2nc3ccccc3c(=O)n2Cc2ccco2)cc1 (stereo not drawn),103,0.0,96,116,102,107,1,97
CC(=O)Nc1ccc(C2NC(=O)c3ccccc3O2)cc1 (stereo not drawn),105,0.0,93,107,100,105,6,98
COc1ccc(C)cc1-n1nnnc1SCC(=O)NC(=O)NCc1ccco1,99,-0.1,105,98,94,92,1,95
O=C(c1ccc(-c2cc(O)c3ncccc3c2)cc1)N1CCNCC1,104,0.1,106,111,106,100,2,108
Fc1cc(F)c2nc(N3CCCCC3)sc2c1,99,0.0,106,98,100,99,5,93
CCOC(=O)c1ccc(NC(=O)CNNC(=O)COc2ccccc2C)cc1,104,-0.1,90,106,104,109,3,101
COC(=O)C(C(=O)OC)C(C)C(C(=O)OC)C(=O)OC,114,0.1,114,107,109,110,3,115
CC(C)OC(=O)Nc1ccc2c(c1)N(C(=O)CCN1CCOCC1)c1ccccc1CC2,103,-0.2,87,104,99,103,5,105
O=C(COC(=O)c1cccc([N+](=O)[O-])c1)Nc1ccc(Cl)cn1,101,-0.1,99,109,99,101,6,106
CC1CCCCN1C(=O)CSc1nc2cc3c(cc2c(=O)n1Cc1ccc2c(c1)OCO2)OCO3 (stereo not drawn),105,0.1,111,103,103,105,-2,101
CCCCc1nnc2c(N(C)S(=O)(=O)c3ccccc3)nc3ccccc3n12,102,0.0,91,100,98,99,3,100
COc1ccc(C(=O)N/N=C2\SCC(=O)N2Cc2ccc3c(c2)OCO3)c(OC)c1,106,-0.1,87,104,106,107,16,101
CC(Sc1nc2c(c(=O)[nH]1)CCCC2)C(=O)Nc1ccccc1C#N (stereo not drawn),106,0.5,93,95,102,88,-3,77
Cc1cc(=S)cc(C)n1CCCO,106,-0.1,98,111,106,112,-1,107
CN(C)C(=O)N1CCC(C(=O)N2CCCC(C(=O)c3ccc(C(C)(C)C)cc3)C2)CC1 (stereo not drawn),106,0.0,63*,103,104,105,1,92
COc1ccc(NC(=O)c2cccc(S(=O)(=O)N(C)c3ccccc3)c2)cn1,97,-0.2,114,98,105,103,10,88
Cc1ccc(NC(=O)Nc2ccc3c(c2)C(=O)OC3)cc1Cl,94,0.1,78,99,94,97,-1,105
Cc1ccsc1C(=O)C1CCCN(Cc2cccn2-c2ccc(Cl)cn2)C1 (stereo not drawn),104,-0.1,106,104,113,106,10,101
CCN(CC)C(=O)c1cccc(NC(=O)C2CCN(C(=O)c3cccs3)CC2)c1,119,-0.1,107,110,105,120,-2,102
Fc1ccc(CNCc2cccc(Br)c2)cc1,98,0.0,92,90,99,100,-3,81
COc1ccc(C(c2sc3nc(C)nn3c2O)N2CCCCC2)cc1 (stereo not drawn),97,0.1,107,108,102,119,5,107
CCCCc1c(C)nc2ccccc2c1SCCC(=O)O,109,0.1,94,96,108,105,0,117
Cc1ccc(-n2nc3c(c2NC(=O)c2ccc4c(c2)OCO4)CS(=O)(=O)C3)cc1,94,-0.1,80,98,94,91,18,96
CCn1c2ccccc2c2cc(NC(=O)CSc3nnc(-c4cccc(F)c4)o3)ccc21,99,-0.3,105,98,102,98,59*,109
CCN(CC)c1ccc(NC(=O)CN2C(=O)CC(C)(C)S(=O)(=O)c3ccccc32)c(C)c1,95,0.1,88,95,91,99,2,88
CCOC(=O)C1C(=O)CC(C)(O)C(C(=O)OCC)C1c1cccs1 (stereo not drawn),103,0.0,111,109,92,106,2,104
CCC(Cc1ccccc1)NC(=O)C1CCN(S(=O)(=O)c2c(C)noc2C)CC1 (stereo not drawn),98,0.1,99,94,93,87,-3,93
CC(OC(=O)C1CC(=O)N(Cc2ccccc2)C1)C(=O)Nc1cccc(C#N)c1 (stereo not drawn),105,-1.2,101,93,100,111,0,90
Cc1ccc(N2C(=O)CC(Sc3ccccc3C(=O)O)C2=O)cc1 (stereo not drawn),110,-0.2,93,115,107,107,6,106
Cc1cc(C(=O)Nc2ccc3ccccc3c2)oc1C,236*[may fluoresce violet],-0.4,105,20[may fluoresce violet],63[may fluoresce violet],?,16,96[may fluoresce violet]
Cc1nc2ccccc2c(=O)n1NC(=O)c1cncc(Br)c1,101,0.0,99,104,99,·,1,97
Cc1nc(C(F)(F)F)c(C(=O)NC(=O)Nc2ccc(OC(F)(F)F)cc2)s1,108,0.0,106,100,99,·,0,100
C=CCn1c(NC)cc(=O)n(C)c1=O,99,-0.1,104,88,92,85,1,85
COc1cc(CN2CC(=O)N(c3ccccc3Cl)C2=S)cc(OC)c1OC,107,0.5,108,98,104,103,7,91
CCOc1cccc2cc(C(=O)Oc3ccc(OC)cc3)c(=O)oc12,87,-0.2,89,92,106,96,1,91
COc1cccc(NC(=O)CSc2nnnn2C(C)C)c1,105,-0.1,92,117,105,112,35,112
COc1cccc(N2CCN(S(=O)(=O)c3cccc4nsnc34)CC2)c1,108,-0.1,89,108,105,108,3,111
CCOC(=O)CNC(=O)N1CCc2ccc(NC(=O)c3ccccc3OC)cc2C1,105,-0.1,106,107,109,111,37,89
O=C(NCCCN1CCCC1=O)c1ccc(Cl)c(NS(=O)(=O)c2ccc(F)cc2)c1,102,-0.1,107,104,101,106,-2,94
Cc1cccc(-n2ccnc2SCC(=O)Nc2ccc3c(c2)OCCO3)c1,86,0.0,97,84,84,86,23,83
O=C(Cc1ccccc1)Nc1ccc(N2CCOCC2)cc1N1CCOCC1,103,0.0,96,102,102,93,2,104
Cc1cc(C)c(NC(=O)COC(=O)COc2ccc3c(C)cc(=O)oc3c2)c(Cl)c1,95,-0.1,90,99,100,98,1,95
CC(C)=CC(=O)Nc1cccc(S(=O)(=O)NC2=NCCCCC2)c1,100,0.1,113,101,103,104,3,101
CCOC(=O)Cc1nnc2c(Nc3ccccc3F)nc3nonc3n12,103,0.0,105,96,97,109,4,97
Nc1ccccc1C(=O)N=Nc1[nH]c(N)c2ccccc12,103,-0.1,115,98,100,100,61*,84
O=c1c(-c2ccccc2)coc2c(CN3CCCCC3)c(O)ccc12,98,0.3,96,107,100,98,-3,103
Cc1cc(Nc2ccccc2C(=O)O)n(-c2ccc([N+](=O)[O-])cc2)n1,97,-0.1,95,97,100,92,-2,96
COC(=O)C(NC(=O)CCC(=O)NC(C(=O)OC)c1ccccc1)c1ccccc1 (stereo not drawn),94,0.0,95,88,99,85,-3,115
CCc1ccc(N2C(=O)CC(N3CCN(Cc4ccc5c(c4)OCO5)CC3)C2=O)cc1 (stereo not drawn),102,-0.1,84,103,103,103,-2,97
CCc1ccc(N2C(=O)CC(Cn3nc(C)cc3C)C2=O)cc1 (stereo not drawn),91,0.2,89,92,97,84,6,103
O=C1C2CCCN2C(=O)N1CCCCN1CCN(c2ccc(F)cc2)CC1 (stereo not drawn),92,0.1,99,89,102,112,5,84

# Screens deposited in PubChem by several laboratories.
